High-throughput results from PubChem BioAssay.
TRPV1 ag = activates the human vanilloid receptor TRPV1; TRPV1-expressing cells, Fluo-8 calcium influx, agonist mode; activation, % at 8.33 µM; Q8NER1; 0.19% of 320,000 active; in the data active = activation above about 80%; inconclusive = between about 30% and that limit; note: 0% is about no effect
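TRPV1-expressing cells were cultured overnight at 35.5C and loaded with Fluo-8 calcium dye for 40 to 90 min at room temperature. After a 10 s baseline, compound was added and calcium influx was read kinetically for 3 min (ex 480/em 520 nm).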
BRCA1 expr up = activators of BRCA1 expression. MCF7-BRCA1-FFLuc reporter, luminescence, 48 h; response scale: scaled: vehicle 0%, 10 µM genistein 100%. Potency, µM (doses to about 46.1 µM), inactives show top-dose activation, hits mostly activators. 1.1% of 380,000 active. AID 624202; note: potency is the fitted concentration of half-maximal effect; nearly all actives have a fitted effect of over 80% in size; some results filed as inactive show a strong effect at the top dose
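Cells: MCF7-BRCA1-FFLuc, 2000/well. Exposure: 48 h, 37 °C, 5% CO2. Read: luminescence, 15 min post-substrate. Controls: genistein 10 microM (maximal activation), DMSO (neutral).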
B2AR arrestin = beta2AR (human) beta-arrestin recruitment activity. P07550. beta-arrestin recruitment to beta2AR, cell-based reporter. Potency, µM (highest dose often 46.1 µM), for inactives: top-dose activation, most hits filed as activators. 0.02% of 330,000 active. AID 492947;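 note: potency is the fitted concentration of half-maximal effect; 0% = DMSO controls and full agonism = EC100 isoproterenol or metaproterenol; nearly all actives have a fitted effect of over 65% in size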
Target sequence (P07550 whole entry, looked up): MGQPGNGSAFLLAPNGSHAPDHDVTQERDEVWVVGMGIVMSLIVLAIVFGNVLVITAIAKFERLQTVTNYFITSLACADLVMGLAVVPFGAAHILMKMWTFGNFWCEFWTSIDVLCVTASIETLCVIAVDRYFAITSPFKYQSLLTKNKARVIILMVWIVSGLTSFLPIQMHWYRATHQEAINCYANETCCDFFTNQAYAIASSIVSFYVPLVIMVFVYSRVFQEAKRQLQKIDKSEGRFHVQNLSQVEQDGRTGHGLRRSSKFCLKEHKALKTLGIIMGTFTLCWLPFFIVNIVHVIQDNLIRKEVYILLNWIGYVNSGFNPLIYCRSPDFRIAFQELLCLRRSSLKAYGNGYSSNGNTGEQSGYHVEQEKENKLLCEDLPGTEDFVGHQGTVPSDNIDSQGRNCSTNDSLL
S-ASM inh = blocks human secretory acid sphingomyelinase; P17405; placental ASM, HMU-PC fluorogenic substrate, 60 min; Potency, µM (doses to about 57.5 µM), for inactives: top-dose activity change, negative = inhibition, actives largely listed as inhibitors; 0.006% of 340,000 active; note: potency is the fitted concentration of half-maximal effect
Target sequence (P17405 47-631 limits assumed): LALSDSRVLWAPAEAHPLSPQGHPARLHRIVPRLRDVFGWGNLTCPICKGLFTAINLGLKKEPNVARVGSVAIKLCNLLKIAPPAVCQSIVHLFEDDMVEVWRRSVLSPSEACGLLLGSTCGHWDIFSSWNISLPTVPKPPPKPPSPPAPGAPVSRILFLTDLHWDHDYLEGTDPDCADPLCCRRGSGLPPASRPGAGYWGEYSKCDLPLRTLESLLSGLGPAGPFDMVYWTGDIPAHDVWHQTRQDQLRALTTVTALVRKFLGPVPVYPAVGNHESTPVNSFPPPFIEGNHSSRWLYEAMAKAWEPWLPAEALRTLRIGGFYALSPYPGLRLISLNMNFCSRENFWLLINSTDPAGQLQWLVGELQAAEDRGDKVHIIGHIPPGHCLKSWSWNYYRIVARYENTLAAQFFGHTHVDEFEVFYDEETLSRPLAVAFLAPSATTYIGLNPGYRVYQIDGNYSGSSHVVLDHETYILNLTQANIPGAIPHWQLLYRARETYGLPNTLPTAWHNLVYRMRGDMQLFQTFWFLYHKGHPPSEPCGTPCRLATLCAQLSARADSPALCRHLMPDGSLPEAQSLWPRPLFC
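Fluorescence read-out (Ex 386 nm, Em 447 nm) after stopping the reaction at pH 10. Enzyme: ASM from human placenta; substrate HMU-PC0, 9 uM final; 60 min, 37 °C. Compound preincubation 10 min, ambient temperature.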
TSG101-PTAP inh = blocks PTAP/TSG101 interaction to inhibit HIV-1 budding | Q99816 | Fluorescence polarization, FITC-PTAP peptide / Tsg101 binding | Potency, µM (series often up to 115 µM), inactives show top-dose activity change, negative = inhibition, usual class: inhibitors | 340,000 tested, under 10 active | AID 493005; active = well fitted inhibition curve with a large enough effect in the main read-out, with a control signal flat, not every such curve was filed as active; inconclusive = small, poorly fitted or top-dose-only effect, or effect the other way, or a change in a side signal; inactive = no such curve, though single readings can be large or run the other way; note: potency is the fitted concentration of half-maximal effect; % of control where 0% means no effect
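Steps: Tsg101 binding domain dispensed (10 uM final), compounds pinned in DMSO, FITC-labeled PTAP-motif peptide added (50 nM final); after 20 min binding at room temperature, polarization measured.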
ELG1 genotoxic = inducers of genotoxicity in HEK293T ELG1-luciferase cells; HEK293T ELG1-luciferase reporter, luminescence, 16 h; Potency, µM (doses to about 46 µM), without a hit: top-dose activity change, positive = activation, usual class: activators; 1.3% of 330,000 active; note: potency is the fitted concentration of half-maximal effect; % of control where 0% means no effect; nearly all actives have a fitted effect of over 60% in size
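Luminescence read-out: rising ELG1-luciferase signal, reflecting elevated ELG1 protein under genetic stress, flags genotoxic compounds. Cells were treated for 16 hr at 37 °C before ONE-Glo detection.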
Eya2 inh = blocks the phosphatase activity of human Eya2; 0.006% of 330,000 active; Potency, µM (doses to about 76.9 µM), for inactives: at the highest dose activity, negative = inhibition, actives largely listed as inhibitors; O00167; AID 488837; recombinant Eya2, OMFP fluorescence dephosphorylation (OMFP is methylfluorescein phosphate); note: potency is the fitted concentration of half-maximal effect; % is set by controls: 0 for no effect and ±100 for the full control effect
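Eya2 (0.2 uM) preincubated 10 min at ambient with compound, then OMFP substrate added at 50 uM; 10 min reaction in 50 mM HEPES pH 7.5, 50 mM NaCl, 5 uM MgCl2, 0.05% BSA, 1 mM DTT. Fluorescence read at Ex 485/Em 525 nm.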
uPA generation = cell surface uPA generation inhibition. cell surface uPA generation assay, qHTS. Potency, µM (highest dose often 38.3 µM), for inactives: top-dose activity change, negative = inhibition, actives largely listed as inhibitors. 0.31% of 330,000 active. AID 540303; active = well fitted inhibition curve with a large enough effect; inconclusive = small, poorly fitted or top-dose-only effect; inactive = no such curve, though single readings can be large or run the other way; tested in mouse RAW 264.7 cells; note: potency is the fitted concentration of half-maximal effect; % is set by controls: 0 for no effect and ±100 for the full control effect; nearly all actives have a fitted effect of over 55% in size
USP2a inh = inhibitors of human ubiquitin-specific protease USP2a | O75604 | 0.01% of 330,000 active | Potency, µM (top dose mostly 38.3 µM), inactives show at the highest dose activity change, negative = inhibition, most hits filed as inhibitors | USP2 core, Ub-CHOP2 coupled fluorogenic reporter, 485/531 | AID 463254;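 note: potency is the fitted concentration of half-maximal effect; plate controls were DMSO wells for no effect and full inhibition by NEM control for full effect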
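Deubiquitinase activity read as fluorescence (485/531 nm) after Ub-CHOP2 cleavage activates the enterokinase reporter on its substrate; USP2 core 10nM, Ub-CHOP2 and substrate 25nM each, 30min compound preincubation then 60min RT; data normalized to NEM, curves fitted.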
Integrin act MD = activators of alpha7 integrin expression for muscular dystrophy. alpha7betagal myoblasts, beta-gal FDG fluorescence, 48 h. 0.064% of 350,000 active. Potency, µM (doses to about 38.3 µM), for inactives: at the top dose activation, actives largely listed as activators. AID 624291;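 note: potency is the fitted concentration of half-maximal effect; 100% = response of the positive control SU9516; nearly all actives have a fitted effect of over 60% in size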
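alpha7betagal+/- myoblasts (passage 13, 250/well) treated 48 h at 37C with compounds at 1:260 dilution of DMSO stock. Lysed, then beta-galactosidase activity read as FDG fluorescence (ex 480/em 540) after 30 min, with pre-read for autofluorescence.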
p53 reactivator = mutant p53 re-activation in reporter cells. H1299 p53-A138V BP100-luciferase reporter, luminescence, 24 h. Potency, µM (highest dose often 92.2 µM), for the others: at the highest dose activity change, positive = activation, actives largely listed as activators. 0.063% of 320,000 active; note: potency is the fitted concentration of half-maximal effect; % of control where 0% means no effect; nearly all actives have a fitted effect of over 45% in size
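H1299 (p53-null), stable ts p53-A138V + BP100-Luc; 1000 cells/well, Opti-MEM/10% FBS; cpd 4 pt, 1:5; 24 h, 37 deg C, 5% CO2; detection reagent 10 min RT; luminescence.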
The depositor's hits bear a star; u = inconclusive; x = not tested or not shown; & = joins results of further samples; [ ] = another dose, or the depositor's remark. Unless noted, calls come from the whole dose curve; as a rule, active = well fitted curve in the direction sought with a large enough effect; inconclusive = small, poorly fitted or top-dose-only effect, or another doubt; inactive = no such curve, though single readings can be large; an effect the other way counts as inactive or inconclusive. Hits appear at their usual frequency. Share with any hit: about 2.6%.

SMILES	TRPV1 ag	BRCA1 expr up	B2AR arrestin	S-ASM inh	TSG101-PTAP inh	ELG1 genotoxic	Eya2 inh	uPA generation	USP2a inh	Integrin act MD	p53 reactivator
O=c1cc(CSc2ccccn2)c2ccccc2[nH]1	4	0%	0.1%	-1%	-8%	u	-38%	-3%	0%	-5%	-9%
O=C(CSc1nncs1)NC1CCCCCCC1	3	-20%	-0.1%	0%	-8%	-2%	0%	8%	-2%	24%	3%
OC[C@@H]1CC[C@@H](Cc2ccc(-c3ccccc3)cc2)O1	x	u	-0.3%	0%	2%	u	-8%	-20%	-5%	5%	u
COc1cc(C2CC(=O)Oc3c(C(CCN4CCCC(C)C4)c4ccc(N(C)C)cc4)c(OC)cc(OC)c32)cc(OC)c1OC (stereo not given)	-5	-1%	0.4%	-1%	0%	6%	0%	-13%	6%	-20%	-3%
CC(C)OP(=O)(OC(C)C)C(Nc1ccccc1)c1ccccc1C(F)(F)F (stereo not given)	u	-23%	-0.6%	1%	1%	-10%	-18%	9%	3%	2%	-8%
COc1ccc(CNc2nc(SCc3cc(=O)n4cc(Cl)ccc4n3)nc3ccccc23)cc1	-3	0%	0.2%	30%	-4%	-1%	3%	4%	1%	-13%	4%
COC(=O)N1CCN(CCc2ccccc2)CC1	-2	6%	0.2%	0%	0%	-2%	-2%	-3%	-1%	17%	-2%
Cc1ccc(C(=O)Nc2cccc(C(F)(F)F)c2)cc1NC(=O)c1nccn1C	0	0%&-5%	-0.4%	0%	-1%	3%	6%	u	-15%	14%&38%	7%
O[C@@H]1CN(C2CCN(Cc3ccccc3)CC2)CC[C@H]1N1CCCCCC1	x	2%	x	15%	-8%	x	x	0%	x	-23%	x
CCOC(=O)c1ccc(NC(=O)CCS(=O)(=O)Cc2ccccc2)cc1	-5	19%	0.5%	1%	0%	-2%	2%	-16%	-1%	0%	-11%
CC(CCc1ccccc1)NC(=O)c1ccc(NC(=O)c2ccccc2)cc1 (stereo not given)	4	-60%	-0.9%	-1%	0%	6%	-12%	4%	9%	-11%	-3%
O=C(Nc1ccc(NC(=O)c2cccs2)cc1)c1ccc2ccccc2c1	-2	22%	-0.1%	-2%	-1%	8%	-3%	3%	0%	-7%	4%

The last 5 records of the part before open the next one:
SMILES	TRPV1 ag	BRCA1 expr up	B2AR arrestin	S-ASM inh	TSG101-PTAP inh	ELG1 genotoxic	Eya2 inh	uPA generation	USP2a inh	Integrin act MD	p53 reactivator
Cc1ccc(C(=O)Nc2cccc(C(F)(F)F)c2)cc1NC(=O)c1nccn1C	0	0%&-5%	-0.4%	0%	-1%	3%	6%	u	-15%	14%&38%	7%
O[C@@H]1CN(C2CCN(Cc3ccccc3)CC2)CC[C@H]1N1CCCCCC1	x	2%	x	15%	-8%	x	x	0%	x	-23%	x
CCOC(=O)c1ccc(NC(=O)CCS(=O)(=O)Cc2ccccc2)cc1	-5	19%	0.5%	1%	0%	-2%	2%	-16%	-1%	0%	-11%
CC(CCc1ccccc1)NC(=O)c1ccc(NC(=O)c2ccccc2)cc1 (stereo not given)	4	-60%	-0.9%	-1%	0%	6%	-12%	4%	9%	-11%	-3%
O=C(Nc1ccc(NC(=O)c2cccs2)cc1)c1ccc2ccccc2c1	-2	22%	-0.1%	-2%	-1%	8%	-3%	3%	0%	-7%	4%
Cc1cc(NS(=O)(=O)c2ccc(NC(=O)CN3C(=O)NC(C)(c4ccccc4)C3=O)cc2)nc(C)n1 (stereo not given)	-2	5%	-0.1%	4%	-2%	6%	1%	1%	1%	0%	-2%
CNc1ccccc1C(C)(C)c1cn(-c2ccc([N+](=O)[O-])cc2)nn1	-1	-20%	0.1%	-2%	-6%	-2%	2%	0%	-1%	-6%	-8%
NC(=O)N/N=C(/CCCCCC/C(=N\NC(N)=O)c1ccccc1)c1ccccc1	x	-38%	-0.3%	u	0%	-7%	8%	5%	-9%	-24%	-7%
CCOC(=O)N1CCC(C(=O)NNC(=O)c2ccc(Cl)cc2Cl)CC1	-1	-2%	-0.1%	-2%	-2%	2%	10%	17%	-4%	7%	11%
CCn1c(-c2ccccc2)c(C(=O)CC#N)c2ccccc21	2	-29%	-1.0%	-1%	-4%	-8%	-15%	2%	2%	4%	-4%
Nc1c(-c2nn[nH]n2)cnn1-c1cc(Cl)cc(Cl)c1	-4	13%	0.3%	4%	-7%	2%	-13%	-2%	1%	43%	9%
Cc1cc(Nc2ncc(Cl)cc2Cl)n(-c2ccccn2)n1	7	-37%	-0.3%	-4%	1%	-1%	-4%	-3%	3%	28%	3%
COc1ccc(NC(=S)N(C(C)C)C2CCN(C(C)C)CC2)cc1Cl	1	x	-0.5%	x	x	0%	5%	x	3%	x	2%
Cc1cccc(-n2c(=S)[nH]c3c(oc4ccccc43)c2=O)c1	-1	-63%	0.2%	-1%	-1%	-2%	3%	-2%	-1%	-2%	12%
CCC(=O)Nc1ccc2c(c1)OCCO2	3	-12%	-0.3%	6%	-7%	1%	-5%	-2%	1%	-12%	12%
CCCCn1c(SCC(=O)N2CC(=O)Nc3ccccc32)nnc1-c1ccoc1C	-3	5%	-0.7%	4%	-5%	-6%	6%	3%	1%	21%	2%
CC(OC(=O)CCc1nc2ccccc2c(=O)[nH]1)C(=O)NCc1ccc2c(c1)OCO2 (stereo not given)	10	1%	-0.7%	-1%	-3%	-2%	13%	x	15%	2%	2%
C/C=C\C(=O)Nc1cccc(C2=NOC3(C2)C[C@@H](C(N)=O)N(C(=O)c2ccc(OC)cc2)C3)c1 (stereo not given in full)	-1	-6%	-0.4%	-3%	1%	2%	3%	8%	11%	-2%	-3%
Cn1c(CC(=O)Nc2ccccc2)c(Sc2ccccc2)c2ccccc21	19	-6%	-1.0%	-8%	-2%	2%	-18%	8%	3%	0%	7%
CC(C)(C)c1ccc(S(=O)(=O)N2CCC(c3nc4ccc(Cl)cc4[nH]3)CC2)cc1	0	-97%[inhibitor]	-0.5%	-12%	1%	-7%	-3%	u	1%	20%	-4%
Cc1nc(NCCc2ccccc2)c(C#N)c(C)c1[N+](=O)[O-]	12	-64%	-0.1%	-12%	-5%	-1%	-11%	3%	-11%	-27%	6%
C=CCn1c(SCCC)nc(O)cc1=O	20	25%	-0.3%	-3%	-1%	2%	13%	-3%	0%	40%	2%
Cc1ccc(NC(=S)NC(=O)C2CC2)c(C)c1	11	11µM*	0.2%	1%	0%	21µM*	3%	-1%	0%	11%	u
CCOc1ccc(CCN2C(=O)C3C4CCC(O4)C3C2=O)cc1OCC (stereo not given)	1	-7%	-0.2%	2%	-3%	-4%	-6%	-3%	1%	4%	-5%
COc1ccc(C(C)(C)C)cc1NC(=O)c1ccoc1C	x	-41%	-0.3%	-5%	0%	11%	-20%	x	0%	-4%	10%
CN(C)c1ccc(/C=N/NC(=O)C(O)(c2ccccc2)c2ccccc2)o1	-5	7%	-0.3%	2%	0%	-1%	9%	x	0%	22%	9%
CCOC(=O)C1CCN(C(=O)c2ccc3c(Cl)c4c(nc3c2)CCCC4)CC1	0	u	7.5%	8%	3%	16%	10%	-11%	0%	-39%	u
Cn1c(N)c(C(=O)c2ccc(C#N)cc2)c(=O)n(C)c1=O	3	-5%	0.0%	4%	-3%	1%	4%	5%	-1%	-4%	15%
Cc1cc(NS(=O)(=O)c2ccc(NC(=O)COc3ccccc3C(C)(C)C)cc2)no1	1	-5%	0.5%	x	0%	-3%	1%	-1%	u	12%	-3%
O=C(COC(=O)c1ccc[n+]([O-])c1)Nc1ccccc1OC(F)F	x	-9%	-0.3%	-1%	-5%	0%	-11%	-1%	2%	u	-8%
O=C(Nc1cccnc1)c1ccc2ccccc2c1O	u	u	0.0%	2%	-2%	u	4%	-4%	3%	1%	x
CCC1Nc2ncnc(N3CCc4ccccc4C3)c2N(Cc2ccc(Cl)cc2)C1=O (stereo not given)	x	-26%	-0.7%	0%	-3%	-4%	4%	u	-28%	-30%	-7%
